Screens as filed in PubChem BioAssay.
DDE Tn7 FP inh – inhibitors of Tn7 peptide binding to fibrin DD(E), primary screen, biochemical, fluorescence polarization, human fibrin, Tn7 probe; FP displacement of FITC-Tn7 peptide from fibrin DD(E); 0% = median of compound wells per plate; inhibition, % at 8.3 µM; 370,000 compounds, 0.13% hits; AID 720508, 2013;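 active = inhibition above the mean of compounds falling within the control limits plus 3 SD of them, cut at about 14% in these data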;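 also: 0% = plate median of compound wells and 100% = 10 µM Aha-Tn7 peptide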
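Test system – human fibrin DD(E) · Times – 10 min preincubation, 3 h with tracer, room temperature · Detection – fluorescence polarization of the labelled Tn7 tracer · Measure – percent inhibition normalized to high-control wells · Benchmarks – high control wells with 10 µM unlabelled Aha-Tn7 peptide (full inhibition) · Repeats – singlicate testing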
PLCb3 inh – human PLC-beta3 inhibitors, primary screen, biochemical, fluorescence | 1-phosphatidylinositol 4,5-bisphosphate phosphodiesterase beta-3 (Homo sapiens), Q01970 | Purified PLC-beta3, fluorogenic substrate | inhibition, % at 12.2 µM | 370,000 compounds, 0.18% hits; in the data active = inhibition above about 11%;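 also: 0% = median of compound wells on plate and 100% = full blocker control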
SIAE inh – human SIAE inhibitors, primary screen, biochemical, fluorescence polarization, FP-Rh probe, 1536-well HTS | AID 1053197, 2014 | SIAE FP-Rh probe binding | 370,000 compounds, 0.69% hits | inhibition, % at 9.66 µM;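 active = inhibition above a cutoff: mean of compounds within the control limits plus 3 SD of those, cut at about 17% in these data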;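 also: 0% = plate median of compound wells and 100% = probe without SIAE protein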
ADAM17 inh – ADAM17 inhibitors, primary screen, biochemical, QFRET. inhibition, % at 6.95 µM. Disintegrin and metalloproteinase domain-containing protein 17 (Homo sapiens), P78536. 370,000 compounds, 0.83% hits. recombinant ADAM17, EDANS/DABCYL FRET peptide cleavage. AID 720648, 2013;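 active = inhibition above the mean of compounds lying between control limits plus 3 SD, set per campaign, cut at about 8.5% in these data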;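 also: 0% = DMSO-only wells as the low control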
Target sequence (P78536 215-824 limits assumed): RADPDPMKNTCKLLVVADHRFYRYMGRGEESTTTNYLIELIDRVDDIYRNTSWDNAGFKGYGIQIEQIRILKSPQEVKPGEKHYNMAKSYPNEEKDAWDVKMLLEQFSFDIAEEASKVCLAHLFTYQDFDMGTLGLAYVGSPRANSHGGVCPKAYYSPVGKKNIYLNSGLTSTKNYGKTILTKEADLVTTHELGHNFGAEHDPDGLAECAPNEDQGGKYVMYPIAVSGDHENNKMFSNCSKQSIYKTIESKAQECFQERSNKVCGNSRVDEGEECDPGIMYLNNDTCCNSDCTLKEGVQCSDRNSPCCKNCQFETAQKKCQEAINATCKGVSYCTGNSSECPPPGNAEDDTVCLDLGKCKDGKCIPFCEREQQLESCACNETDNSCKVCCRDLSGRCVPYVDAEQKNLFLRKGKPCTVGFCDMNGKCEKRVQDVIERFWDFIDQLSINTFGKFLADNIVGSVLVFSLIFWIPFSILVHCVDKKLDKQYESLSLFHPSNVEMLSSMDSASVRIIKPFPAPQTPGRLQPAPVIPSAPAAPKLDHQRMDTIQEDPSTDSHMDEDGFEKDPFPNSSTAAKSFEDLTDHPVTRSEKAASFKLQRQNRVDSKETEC
Tn6 DDE FP – inhibitors of Tn6 peptide binding to fibrin DD(E), primary screen, biochemical, fluorescence polarization, human fibrin, Tn6 probe; inhibition, % at 8.3 µM; AID 720509, 2013; 370,000 compounds, 0.21% hits; Fibrinogen beta chain (Homo sapiens), P02675; Fibrin DD(E) TRITC-Tn6 fluorescence polarization displacement;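 active = inhibition above a per-campaign cutoff: mean of compounds within control limits plus 3 SD, cut at about 15% in these data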;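 also: 0% = median of all compound wells on the plate and 100% = blocking peptide control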
ADAM10 inh – human ADAM10 inhibitors, primary screen, biochemical, QFRET, HTS; Disintegrin and metalloproteinase domain-containing protein 10 (Homo sapiens), O14672; recombinant ADAM10, EDANS/DABCYL FRET peptide cleavage, 3 h; inhibition, % at 7 µM; 370,000 compounds, 0.62% hits;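 active = inhibition above a per-campaign cutoff equal to the mean of compounds falling between control-based bounds plus 3 SD, cut at about 20% in these data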;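 also: 0% = DMSO wells while the 100% control is not disclosed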
ASAP1 inh – inhibitors of human ASAP1 ArfGAP activity, primary screen, biochemical, fluorescence polarization | Arf-GAP with SH3 domain, ANK repeat and PH domain-containing protein 1 (Homo sapiens), … | ASAP1-stimulated ARF1 GTP hydrolysis, GDP FP detection | inhibition, % at 16.5 µM | 360,000 compounds, 0.19% hits; in the data active = inhibition above about 25%;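 also: 0% = vehicle with enzyme and substrate and 100% = no enzyme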
Target sequence (Q9ULH1 325-724 limits assumed): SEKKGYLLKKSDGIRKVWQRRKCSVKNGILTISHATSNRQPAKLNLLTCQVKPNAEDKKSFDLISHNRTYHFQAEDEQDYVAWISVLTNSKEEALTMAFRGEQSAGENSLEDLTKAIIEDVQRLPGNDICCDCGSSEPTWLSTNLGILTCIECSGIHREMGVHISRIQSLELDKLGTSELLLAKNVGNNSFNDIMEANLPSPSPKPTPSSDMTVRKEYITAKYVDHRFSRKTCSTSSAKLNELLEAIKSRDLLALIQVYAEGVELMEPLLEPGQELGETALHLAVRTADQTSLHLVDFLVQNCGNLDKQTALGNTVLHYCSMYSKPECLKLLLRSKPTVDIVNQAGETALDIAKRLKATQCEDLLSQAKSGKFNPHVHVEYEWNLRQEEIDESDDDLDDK
PLCg1 inh – PLC-gamma1 enzyme inhibitors, primary screen, biochemical, fluorescence, purified enzyme | 370,000 compounds, 0.84% hits | inhibition, % at 12.2 µM | 1-phosphatidylinositol 4,5-bisphosphate phosphodiesterase gamma-1 (Homo sapiens), P19174 | fluorogenic substrate; in the data active = inhibition above about 9.5%
ARFGAP1 inhibitor – inhibitors of rat ARFGAP1 GAP activity, primary screen, biochemical, fluorescence polarization, GDP tracer. ADP-ribosylation factor GTPase-activating protein 1 (Rattus norvegicus), Q62848. 360,000 compounds, 0.26% hits. inhibition, % at 16.5 µM. Arfgap1-stimulated ARF1 GTP hydrolysis, GDP FP detection;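 active = inhibition above a per-plate limit, mean inhibition of low control wells plus 3 SD, cut at about 25% in these data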;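 also: 0% = DMSO wells with enzyme and 100% = wells lacking Arfgap1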
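System: truncated rat Arfgap1 GAP domain / Benchmarks: high control wells lacking Arfgap1, low control full reaction with DMSO / Times: compound-enzyme preincubation 20 min, reaction 120 min, detection 60 min, 25 °C / Repeats: one replicate per compound / Also added: human ARF1(Δ1-17)-GTP substrate / Measured by: Tracer-displacement fluorescence polarization with EDTA stop, 620/688 nm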
TDP2 absorb – human TDP2 enzyme inhibitors, primary screen, biochemical, epi absorbance, recombinant enzyme | T5PNP hydrolysis, p-nitrophenol absorbance 415 nm | Tyrosyl-DNA phosphodiesterase 2 (Homo sapiens), O95551 | inhibition, % at 12.8 µM | 370,000 compounds, 0.34% hits;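 active = inhibition above the mean of all tested compounds plus 3 SD, set per campaign, cut at about 25% in these data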;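 also: 0% = DMSO with enzyme and 100% = buffer with substrate but no TDP2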
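Test system: human TDP2 enzyme; Input: 120 nM TDP2 per well; Buffer or medium: Mg2+-containing Tris-HCl buffer, pH 7.5; Reagent: 5 mM T5PNP; Dosing: 12.8 µM single point, 1% DMSO; Incubation: reaction 2 h, 37 °C; Detection: p-Nitrophenol epi absorbance; Read-out: % inhibition relative to enzyme-containing and enzyme-free wells; Replicates: single well per compound.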
* marks the source's active call; other numbers are inactive results; i = inactive.

SMILES	DDE Tn7 FP inh	PLCb3 inh	SIAE inh	ADAM17 inh	Tn6 DDE FP	ADAM10 inh	ASAP1 inh	PLCg1 inh	ARFGAP1 inhibitor	TDP2 absorb
C#CC1(O)CCC2C3CCC4=CC(=O)CCC4=C3C=CC21C (stereo not drawn)	-6	-322	5	-79	-8	-330	7	-263	-7	7
COc1nc(C)nc(NC(=O)NS(=O)(=O)c2ccccc2Cl)n1	-4	-3	-3	-9	1	-8	-13	0	5	0
CC(C)Oc1cccc(NC(=O)c2cccn(Cc3ccc4c(c3)OC(F)(F)O4)c2=O)c1	4	-6	-24	0	5	-3	7	2	8	-11
CN(C)c1ccc(CCN2CCOCC2)cc1	4	0	-1	-4	2	5	10	-6	-6	-1
CN(Cc1ccccc1)C(=C(Cl)Cl)/C(=C1/NCCN1Cc1ccc(Cl)nc1)[N+](=O)[O-]	5	0	1	-1	-4	0	3	1	3	15
O=C1C=C2C=C[C@@H]3CC2(O1)[C@H]1CCCCN31	3	1	6	-4	6	-8	-7	-1	15	-3
CC1(C(=O)O)CCCC2(C)c3cc(O)ccc3CCC12 (stereo not drawn)	3	-9	2	-5	-1	-5	-1	-3	-6	15
O=C1NC(=O)C2(Cc3cc([N+](=O)[O-])ccc3N3CCN(C(=O)c4ccccc4)CC32)C(=O)N1 (stereo not drawn)	1	-8	0	-2	-8	3	12	-1	0	11
CC1CCSP(=O)(Oc2ccccc2)O1 (stereo not drawn)	2	-6	-1	-3	6	-10	-1	-3	-2	3
O=C1NC(=O)N(Cc2ccc(F)cc2)C(=O)/C1=C\C=C\c1ccco1	-4	-50	-10	-4	8	0	17	-26	13	2
CCCC(CCC)C(=O)OC[N+](C)(C)CCOC(=O)C(O)(c1ccccc1)C1CCCC1 (stereo not drawn)	4	4	-5	-1	-5	-2	1	0	-2	5
O=P(Nc1cccnc1)(Oc1ccccc1)Oc1ccccc1	9	-5	1	-2	3	4	11	0	5	-8
CCCCSC1=NN1c1nc(N)nc(C)c1CC	-7	2	0	-1	3	0	15	2	-5	-7
c1ccc2c(c1)Sc1ccccc1N2CC1CN2CCC1CC2 (stereo not drawn)	-1	-1	-5	-4	-2	-19	-1	4	-5	-4
CCC(c1nnnn1Cc1ccccc1)N1CCC2(CC1)C(=O)NCN2c1ccccc1 (stereo not drawn)	-3	6	2	10*	-4	2	8	8	3	-14
CC(=O)Nc1ccc(OC(=O)N(C)c2ccc(C)cc2)cc1	7	-5	-4	-4	2	1	-1	-3	6	9
CCOC(=O)[C@]12Cc3ccccc3[C@H]1N(Cc1ccccc1)C(=O)c1cc(OC)ccc12	1	-1	-3	3	-4	-12	4	2	7	-1
COc1ccccc1NC1(C#N)CCCCC1	-7	1	-2	2	-6	3	13	6	4	-1
C[C@@H]1CN([C@@H](C)CO)C(=O)CCCn2cc(nn2)CO[C@H]1CN(C)C(=O)Oc1ccc2ccccc2c1	4	2	1	-7	2	-18	-4	0	5	-4
CCCC1(CC(C)CC)C(=O)NC(=O)NC1=O (stereo not drawn)	-1	1	-6	-1	3	0	-9	5	2	4
CCOc1ccc(-c2cc(C)[n+](CCc3ccc(OC)c(OC)c3)c(-c3ccc(OCC)cc3)c2)cc1	1	-33	3	-9	5	-19	-1	-19	9	-1
CCCC(=O)c1cc(CP(=O)(OCC)OCC)oc1C	4	-7	-3	-1	-4	4	7	-2	-7	6
Cc1occc1C(=O)N1CCC2(CC1)OCCO2	7	1	-4	-3	-1	7	-3	-2	2	-2
COc1ccc2c(c1)c(C(=O)CN1CCC3(CC1)OCCO3)c(C)n2Cc1ccccc1	0	2	68*	-1	9	0	-8	0	12	2
COc1ccc2c3c1OC1[C@H](O)CCC4[C@@H](C2)N(C)CC[C@]314 (stereo partly drawn)	7	1	3	-4	0	-11	-1	-1	11	4

Some entries already given with just SIAE inh, PLCg1 inh and ADAM17 inh:
canonical_smiles | SIAE inh | PLCg1 inh | ADAM17 inh
C#CC1(O)CCC2C3CCC4=CC(=O)CCC4=C3C=CC21C (stereo not drawn) | 5 | -263 | -79
C[C@@H]1CN([C@@H](C)CO)C(=O)CCCn2cc(nn2)CO[C@H]1CN(C)C(=O)Oc1ccc2ccccc2c1 | 1 | 0 | -7
COc1ccccc1NC1(C#N)CCCCC1 | -2 | 6 | 2
CCOC(=O)[C@]12Cc3ccccc3[C@H]1N(Cc1ccccc1)C(=O)c1cc(OC)ccc12 | -3 | 2 | 3
O=C1NC(=O)N(Cc2ccc(F)cc2)C(=O)/C1=C\C=C\c1ccco1 | -10 | -26 | -4
CC1(C(=O)O)CCCC2(C)c3cc(O)ccc3CCC12 (stereo not drawn) | 2 | -3 | -5

Entries of single compounds from above. Values in the order: DDE Tn7 FP inh | PLCb3 inh | SIAE inh | ADAM17 inh | Tn6 DDE FP | ADAM10 inh | ASAP1 inh | PLCg1 inh | ARFGAP1 inhibitor | TDP2 absorb
O=C1NC(=O)N(Cc2ccc(F)cc2)C(=O)/C1=C\C=C\c1ccco1 in the list: -4 | -50 | -10 | -4 | 8 | 0 | 17 | -26 | 13 | 2
C[C@@H]1CN([C@@H](C)CO)C(=O)CCCn2cc(nn2)CO[C@H]1CN(C)C(=O)Oc1ccc2ccccc2c1 in the list: 4 | 2 | 1 | -7 | 2 | -18 | -4 | 0 | 5 | -4
CCC(c1nnnn1Cc1ccccc1)N1CCC2(CC1)C(=O)NCN2c1ccccc1 (stereo not drawn) in the list: -3 | 6 | 2 | 10* | -4 | 2 | 8 | 8 | 3 | -14

Additional entries follow.
SMILES	DDE Tn7 FP inh	PLCb3 inh	SIAE inh	ADAM17 inh	Tn6 DDE FP	ADAM10 inh	ASAP1 inh	PLCg1 inh	ARFGAP1 inhibitor	TDP2 absorb
CCOC(=O)c1cccc(NC(=O)c2c(O)[nH]c(=O)[nH]c2=O)c1	0	-1	0	-3	-1	-6	12	-2	-12	8
CN1C(=O)C(=Cc2ccc(N3CCCCCC3)o2)C(=O)N(C)C1=S	-3	1	-28	0	2	5	-7	1	10	-6
N[C@@H](Cc1c[nH]c2ccccc12)c1nnc(SCc2c(F)cccc2Cl)o1	4	-6	1	1	-2	-2	4	-5	1	5
C/C(CCc1c[nH]c2ccccc12)=N\O	4	2	0	-3	-10	7	8	0	-9	13
COc1ccccc1N1C(=O)NC(=O)C2(Cc3cc(C)ccc3N(C)C2)C1=O (stereo not drawn)	7	-2	6	-1	-1	3	18	0	9	2
CNP(=O)(Oc1ccccc1)OC12CC3CC(CC(C3)C1)C2 (stereo not drawn)	-4	-1	1	-23	-8	-3	1	1	21	5
CCc1ccc(CNCCc2ccccc2F)cc1	-3	5	6	-1	-5	-7	-4	2	-5	9
c1ccc(C2NCc3ccccc3-n3cccc32)cc1 (stereo not drawn)	-5	-5	-2	2	10	-17	2	0	-4	2
COc1ccc(-c2ccc3c(c2)CN(c2cccc(Cl)c2)Cc2cnnn2-3)cc1	-11	-4	-10	-1	-10	-11	-4	13*	1	-9
Cc1nc2ccccc2c(=O)n1-c1ccc(C(=O)O)cc1	-5	-4	5	-3	-4	-2	-11	3	-4	3
COc1ccccc1N1CCN(Cc2ccc(Cl)cc2Cl)CC1	-4	-2	1	2	-6	1	11	5	16	-7
CCCCCCCCCCCCCCCC[N+](C)(C)C	-1	3	5	-2	-17	-7	-17	2	-11	3
CSc1ccc(C(=O)C2CCCN(Cc3cnc(SC)nc3)C2)cc1 (stereo not drawn)	3	0	2	1	7	0	4	2	-4	-7
CC(C)c1oc(=O)cc2c1[C@@H](O)[C@H]1OC(=O)[C@@]3(C)CC[C@@H](O)[C@@]2(C)C13 (stereo partly drawn)	-6	6	3	1	7	4	-13	1	9	5
O=C1NCCCCC1(Cl)Cl	-2	4	2	2	-3	-6	0	6	-2	-1
O=C1NC(=O)N(c2ccccc2F)C(=O)/C1=C/c1ccc(Sc2nc3ccccc3[nH]2)o1	-5	-31	-473	-1	-20	0	-1	-20	14	10
COc1ccc(CC2c3cc(OC)c(OC)cc3CCN2C)cc1OC (stereo not drawn)	0	-83	-3	-27	-5	-117	1	-63	3	10
O=c1[nH]c(=O)n(-c2cccc(F)c2)c(O)c1/C=C1\C=Nc2ccccc21	0	-11	-93	-8	-1	6	6	-4	1	32*
CCn1ccnc1CN1CCCC(C(=O)c2cc(Cl)ccc2OC)C1 (stereo not drawn)	3	-6	-7	-6	-2	-7	12	-1	-3	5
COC(=O)C1=Nc2ccccc2/C1=C\c1c(O)n(-c2cc(OC)ccc2OC)c(=O)[nH]c1=O	4	-13	-16	-12	2	-31	-5	-10	-17	0
COc1ccc(-c2cc(=NCCC(=O)O)c3cc(C)ccc3o2)cc1	-4	i	-1	i	-1	i	-3	i	-1	9
CCn1cc(/C=c2/sc3n(c2=O)C2c4ccccc4OC(C)(N=3)C2C(=O)OC)c(C)n1 (stereo not drawn)	-3	-7	3	-3	-7	-5	12	0	1	14

Grouped by structure: the entries above containing a nitro group on carbon.
SMILES	DDE Tn7 FP inh	PLCb3 inh	SIAE inh	ADAM17 inh	Tn6 DDE FP	ADAM10 inh	ASAP1 inh	PLCg1 inh	ARFGAP1 inhibitor	TDP2 absorb
CN(Cc1ccccc1)C(=C(Cl)Cl)/C(=C1/NCCN1Cc1ccc(Cl)nc1)[N+](=O)[O-]	5	0	1	-1	-4	0	3	1	3	15
O=C1NC(=O)C2(Cc3cc([N+](=O)[O-])ccc3N3CCN(C(=O)c4ccccc4)CC32)C(=O)N1 (stereo not drawn)	1	-8	0	-2	-8	3	12	-1	0	11

A portion of the library; rates above refer to the full screens.
